Screening results deposited in PubChem BioAssay by several laboratories.
Scp1 inh: Scp-1 (human) phosphatase inhibition; Q9GZU7; Recombinant Scp1, phosphopeptide, malachite green phosphate absorbance; inhibition, % at 20 µM; 340,000 compounds, 0.88% hits; AID 493091;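 active = inhibition above about 50% at 20 µM, limit read from the data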;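 note: plate controls were DMSO wells with enzyme for no effect and wells lacking enzyme for full effect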
Target sequence (Q9GZU7 76-261 limits assumed): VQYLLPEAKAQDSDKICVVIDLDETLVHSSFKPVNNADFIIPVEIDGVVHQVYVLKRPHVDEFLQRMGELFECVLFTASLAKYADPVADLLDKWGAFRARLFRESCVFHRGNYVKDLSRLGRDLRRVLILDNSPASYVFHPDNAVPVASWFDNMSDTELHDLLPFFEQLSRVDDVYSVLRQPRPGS
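Assay system: SCP-1 catalytic fragment, aa 76-261 | Buffer or medium: Tris acetate buffer pH 5.5 with MgCl2 and Tween-20 | Compound: One concentration, 20 µM, with 1.0% DMSO | Also added: Phospho 17-mer peptide substrate | Signal: Absorbance at 630 nm | Incubation: 45 min enzyme reaction at room temperature | Measure: % inhibition of SCP-1 phosphate liberation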
Neddyl block: cullin neddylation inhibition; P61081+Q13564; TR-FRET cullin neddylation, biochemical; calls only at 25 µM; 360,000 compounds, 0.58% hits; in the data active = inhibition above about 36%
CSN inh: inhibitors of human CSN-mediated cullin deneddylation; inhibition, % at 12.5 µM; 360,000 compounds, 0.38% hits; Q92905; Purified CSN, SCF-Nedd8-OG deneddylation, fluorescence polarization; AID 651999;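 active = pattern-corrected inhibition above about 35%, with an unprinted fluorescence ratio check between 0.5 and 1.5, limit read from the data, passing the limit was not always enough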;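 note: 0% = enzyme with substrate and 100% = substrate without enzyme; some results filed as inactive read as strong as hits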
Target sequence (Q92905 whole entry, looked up, one chain of several): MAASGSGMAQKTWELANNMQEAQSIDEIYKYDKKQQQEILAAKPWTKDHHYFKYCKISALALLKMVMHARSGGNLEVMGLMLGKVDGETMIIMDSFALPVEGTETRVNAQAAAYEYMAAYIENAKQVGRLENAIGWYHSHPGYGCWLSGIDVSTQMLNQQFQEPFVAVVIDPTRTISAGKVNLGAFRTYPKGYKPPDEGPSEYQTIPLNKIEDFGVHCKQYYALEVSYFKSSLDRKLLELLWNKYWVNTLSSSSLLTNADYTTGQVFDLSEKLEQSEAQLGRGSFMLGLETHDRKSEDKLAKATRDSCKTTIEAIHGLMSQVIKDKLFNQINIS
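Material: purified human Csn5 enzyme expressed in HEK293T cells / Medium: Tris buffer pH 7.5, NaCl, DTT, Tween-20, trehalose, ovalbumin / Compound dosing: 12.5 µM single point / Schedule: 90 min incubation of compound, enzyme and substrate at room temperature / Signal: fluorescence polarization of the substrate / Control set: no-enzyme wells high, enzyme-with-substrate wells low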
Rpn11 block: blocks the human proteasome subunit Rpn11; O00487; AID 588493; calls only at 20 µM; human 26S proteasome, Ub4-pepOG fluorescence polarization; 20S core pre-blocked with epoxomicin; 360,000 compounds, 0.59% hits;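 active = inhibition at 20 µM, scaled to each plate's controls, above about 33%, limit read from the data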
Target sequence (O00487 whole entry, looked up): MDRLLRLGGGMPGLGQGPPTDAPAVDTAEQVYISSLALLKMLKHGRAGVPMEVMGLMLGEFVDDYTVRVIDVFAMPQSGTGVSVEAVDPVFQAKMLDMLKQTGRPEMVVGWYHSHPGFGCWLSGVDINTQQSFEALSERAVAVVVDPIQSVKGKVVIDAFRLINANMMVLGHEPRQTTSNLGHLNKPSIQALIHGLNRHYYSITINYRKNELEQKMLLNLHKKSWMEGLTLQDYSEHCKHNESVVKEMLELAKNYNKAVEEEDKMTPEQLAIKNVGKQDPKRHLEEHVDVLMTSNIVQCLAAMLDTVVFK
Rin1-Abl PPI inh: human Rin1-Abl interaction inhibition | TR-FRET Rin1/Abl binding, biochemical | inhibition, % at 7.35 µM | 360,000 compounds, 0.4% hits; in the data active = inhibition above about 5%, passing the limit was not always enough
LMPTP inh: LMPTP (human) inhibition; recombinant LMPTP-A, OMFP fluorogenic substrate, fluorescence intensity; inhibition, % at 20 µM; 360,000 compounds, 0.22% hits;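 active = compounds that cut the enzyme signal by at least half of the control window in the single-dose screen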;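 note: plate controls were DMSO wells with enzyme plus substrate for no effect and substrate without enzyme for full effect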
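Test system – LMPTP-A enzyme · Amount – LMPTP-A at 0.625 nM final in the reaction · Buffer or medium – Bis-Tris pH 6.0, DTT, detergent · Reagent – OMFP 400 µM · Doses – single 20 µM dose · Schedule – reaction 50 min, room temperature, dark · Detection – fluorescence intensity of OMFP turnover product · Evaluation – percent inhibition versus substrate-only and uninhibited controls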
DNMT1 block: inhibitors of human DNMT1. AID 588458. DNMT1 molecular beacon, Hinp1I cleavage, fluorescence. 360,000 compounds, 0.83% hits. inhibition (reported as % activation of signal), % at 10 µM; in the data active = inhibition above about 50%
NadD block: inhibitors of Staphylococcus aureus NadD. 360,000 compounds, 0.78% hits. purified NadD enzyme, colorimetric absorbance read-out. inhibition, % at 20 µM; in the data active = inhibition above about 26%; note: some compounds past the cut are filed as inactive
STEP inh: inhibitors of human striatal-enriched phosphatase STEP; P54829; recombinant STEP, OMFP fluorogenic substrate, fluorescence; inhibition, % at 20 µM; 360,000 compounds, 0.25% hits; AID 588621;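 active = inhibition at 20 µM, scaled per plate between control wells, above about 37%, limit read from the data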;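 note: 0% = DMSO with enzyme and substrate and 100% = substrate only without enzyme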
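System: STEP (striatal-enriched tyrosine phosphatase) enzyme, cell-free; medium: Bis-Tris pH 6.0 buffer with DTT, detergent; dosing: 20 µM, 1% DMSO; times: reaction 20 min, ambient temperature; detection: fluorescence, 480/540 nm; read-out basis: normalized % inhibition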
SUMO1 PPI mod: modulators of human SUMO1-mediated protein-protein interactions; P63165; SUMO1 binding to a labelled peptide, TR-FRET, 1 h; inhibition, % at 20 µM; 360,000 compounds, 0.33% hits; AID 602429; in the data active = inhibition above about 37%
Target sequence (P63165 whole entry, looked up): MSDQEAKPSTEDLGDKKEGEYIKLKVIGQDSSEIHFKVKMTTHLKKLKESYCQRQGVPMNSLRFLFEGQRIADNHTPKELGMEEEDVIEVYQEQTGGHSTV
* = called active by the depositor; i = inactive; / = not tested or not shown.

1) COc1ccc(S(=O)(=O)N(CC(=O)NCC2CCCO2)c2ccc(F)cc2)cc1OC (centres undefined)
2) CCOc1ccccc1NC(=O)NCCc1c[nH]c2ccccc12
3) CCN(CC(=O)Nc1ccccc1C(F)(F)F)C(=O)CCS(=O)(=O)c1ccc(Cl)cc1
4) O=C(Nc1cccc2cccnc12)c1cccc(Cl)c1
5) CCCOc1cc(NCc2ccccc2)c2ncn(C(C)C)c2c1
6) COc1c(Br)cc(Br)cc1/C=N/n1c(C)nnc1C
7) COC(=O)c1cccc(CN2C(=O)C(C)Oc3ccc(C)cc32)c1 (centres undefined)
8) C[C@@H]1CCCCO[C@H](CN(C)Cc2ccccc2)[C@@H](C)CN([C@H](C)CO)C(=O)c2cc(NS(=O)(=O)c3ccc(Cl)cc3)ccc2O1
9) Cc1ccc(-c2csc3ncn(CC#N)c(=O)c23)cc1
10) COC1=CC(=O)C(O)=C(CCCCCCC/C=C/CCCCCCCC2=C(O)C(=O)C=C(OC)C2=O)C1=O
Screen / compound no.,1,2,3,4,5,6,7,8,9,10
Rpn11 block,i,i,i,i,i,i,i,i,i,i
Neddyl block,i,i,i,i,i,i,i,i,i,i
NadD block,-3,-6,2,-6,-2,-4,-9,11,0,51*
SUMO1 PPI mod,-1,2,-1,5,2,2,8,3,11,79*
CSN inh,-4,-2,1,-3,-8,-4,-3,-3,4,7
STEP inh,-2,3,-3,2,1,-1,-4,0,-1,10
Scp1 inh,5,-18,-7,-4,4,-1,/,/,8,88*
Rin1-Abl PPI inh,-1,0,-5,1,3,1,-4,0,-1,0
DNMT1 block,1,-3,-1,3,-13,0,4,5,48,82*
LMPTP inh,-1.4,1.3,-0.8,-1.1,3.0,-1.8,-1.0,-0.9,1.2,69*

Single records (already shown). Order of values: Rpn11 block	Neddyl block	NadD block	SUMO1 PPI mod	CSN inh	STEP inh	Scp1 inh	Rin1-Abl PPI inh	DNMT1 block	LMPTP inh
`COC1=CC(=O)C(O)=C(CCCCCCC/C=C/CCCCCCCC2=C(O)C(=O)C=C(OC)C2=O)C1=O` is entered as i	i	51*	79*	7	10	88*	0	82*	69*
`COC(=O)c1cccc(CN2C(=O)C(C)Oc3ccc(C)cc32)c1` (centres undefined) is entered as i	i	-9	8	-3	-4	/	-4	4	-1.0
`CCOc1ccccc1NC(=O)NCCc1c[nH]c2ccccc12` is entered as i	i	-6	2	-2	3	-18	0	-3	1.3
`COc1ccc(S(=O)(=O)N(CC(=O)NCC2CCCO2)c2ccc(F)cc2)cc1OC` (centres undefined) is entered as i	i	-3	-1	-4	-2	5	-1	1	-1.4

Following part:
11) CCOc1ccc(/C=N/OCC(=O)Nc2cc(S(=O)(=O)N3CCOCC3)ccc2OC)cc1
12) COc1cccc(N2CCN(C(=O)c3ccc(CS(=O)Cc4ccc(Cl)cc4)o3)CC2)c1 (centres undefined)
13) COc1ccc(N(C(=O)Cn2nnc(-c3ccc(Cl)cc3)n2)C(C(=O)NCC2CCCO2)c2ccc(C)cc2)cc1 (centres undefined)
14) Cc1ccc(NC(=O)NCC(c2cccnc2)N2CCOCC2)cc1 (centres undefined)
15) O=C(NCc1ccco1)c1cc2ccc(O)cc2oc1=O
16) O=C(CCCc1c[nH]c2ccccc12)NCc1ccc2c(c1)OCO2
17) CSCc1ccc(C(=O)N2CCCC(Nc3ccc4c(c3)OCCO4)C2)o1 (centres undefined)
18) COc1ccc(NS(=O)(=O)c2cc(NC(=O)CC(=O)c3ccc([N+](=O)[O-])cc3)ccc2C)cc1
19) CN(c1ccc(OCC(=O)N2CCCCC2)cc1)S(=O)(=O)c1cccs1
20) O=C(c1ccc(F)cc1)C1CCN(Cc2ccc(F)cc2)CC1
Screen / compound no.,11,12,13,14,15,16,17,18,19,20
Rpn11 block,i,i,i,i,i,i,i,i,i,i
Neddyl block,i,i,i,i,/,i,i,i,i,i
NadD block,-7,3,13,11,4,-3,-2,44*,5,-3
SUMO1 PPI mod,2,-4,5,-3,12,2,-2,-14,-4,5
CSN inh,3,1,2,4,12,-3,-2,5,0,5
STEP inh,-5,0,7,1,-4,1,4,-2,-1,-1
Scp1 inh,-1,-2,-9,-6,14,-12,-6,-2,-3,-5
Rin1-Abl PPI inh,-2,-1,-7,2,-1,2,-7,-8,1,-1
DNMT1 block,4,-3,55*,0,39,3,1,-27,1,-3
LMPTP inh,-1.4,1.6,-1.2,-1.4,-1.1,-0.1,-1.0,1.1,-2.8,0.1

21) CCOC(=O)c1ccc(N2C(=O)CC(N(C)CCc3ccc(OC)c(OC)c3)C2=O)cc1 (centres undefined)
22) Cc1ccc(SC(C)C(=O)NCCC2=CCCCC2)cc1 (centres undefined)
23) O=C(NCC1CCCO1)c1nn2c(C(F)(F)F)cc(-c3cc(Br)cs3)nc2c1Br (centres undefined)
24) CC(=O)c1cccc(NC(=O)C2CCCN(S(C)(=O)=O)C2)c1 (centres undefined)
25) N#Cc1ccc(C23CC4CC(CC(C4)C2)C3)[nH]c1=O
26) C/C(=N\Nc1nccnc1Cl)c1ccc(F)cc1
27) COc1ccc(CNC(=O)CCCN2C(=O)NC3(CCCC3)C2=O)cc1
28) CCN(CC(=O)Nc1c(F)cccc1F)C(=O)c1cccc(S(=O)(=O)N2CCCCCC2)c1
29) O=C(N/N=C/c1ccccn1)c1cc([N+](=O)[O-])cc([N+](=O)[O-])c1
30) COc1cc(NC(=O)COC(=O)CSc2ccc3ccccc3c2)c(C)cc1[N+](=O)[O-]
Screen / compound no.,21,22,23,24,25,26,27,28,29,30
Rpn11 block,i,i,/,i,i,i,i,i,i,i
Neddyl block,i,i,i,i,i,i,i,i,i,i
NadD block,-4,-5,3,-5,-5,-3,0,0,0,3
SUMO1 PPI mod,3,0,-3,0,-2,-4,1,6,-17,-11
CSN inh,-6,1,7,-6,5,-4,-3,1,1,-15
STEP inh,-1,2,-4,-2,-2,1,-3,3,-2,1
Scp1 inh,0,-4,-2,-9,1,-4,-4,-5,-3,-8
Rin1-Abl PPI inh,-6,-1,0,-1,0,-1,2,0,-1,-3
DNMT1 block,0,9,3,6,-2,1,2,3,-3,-11
LMPTP inh,-1.4,-0.7,-0.3,-0.6,-0.9,-0.9,-0.5,6.2,-1.8,3.0

31) CCc1c(C)sc(NC(=O)OC)c1C(=O)N1CCOCC1
32) Cc1ccccc1NC(=O)Nc1nc(CN)cs1
33) O=C(CNC(=O)c1cccc(Br)c1)N/N=C/c1cc(Br)cc(Br)c1O
34) Cc1ccc(NC(=O)COC(=O)/C=C/c2ccccc2)cc1S(=O)(=O)N1CCOCC1
35) Cc1c(/C=N\NC(=O)c2csc3ccccc23)cnn1C
36) COc1ccc(/C=C2\SC(=NCc3ccccc3)NC2=O)cc1
37) CS(=O)(=O)N(CC(=O)NC1CCCC1)c1ccc2c(c1)OCCO2
38) Cc1cc(Br)c2nc(-c3ccccc3)c(Cc3cccc(Cl)c3)n2c1
39) CC1CCCN(Cc2nc3c(c(=O)n(C)c(=O)n3C)n2CC(=O)c2ccccc2)C1 (centres undefined)
40) Cc1cc(=O)[nH]c(N/N=C/c2ccc(Cl)cc2Cl)n1
Screen / compound no.,31,32,33,34,35,36,37,38,39,40
Rpn11 block,i,i,i,i,i,i,i,/,i,i
Neddyl block,i,i,i,i,i,i,i,i,i,i
NadD block,-1,-1,2,-7,2,1,-3,31*,-3,-2
SUMO1 PPI mod,-3,-2,16,1,0,-4,-4,-6,11,2
CSN inh,-1,0,5,0,3,-5,-2,5,-6,2
STEP inh,10,1,0,2,-6,-1,-8,/,0,1
Scp1 inh,0,/,-4,-5,-5,-2,-8,/,-8,-7
Rin1-Abl PPI inh,1,1,5,5,-1,0,0,/,-3,0
DNMT1 block,0,3,-4,2,2,4,3,/,-2,9
LMPTP inh,1.0,0.5,1.0,-1.8,-0.4,-0.5,-0.7,6.4,-0.2,-1.3

41) Cc1cccc(Nc2nc(N)c([N+](=O)[O-])c(NCc3ccccc3)n2)c1
42) O=C(NNC(=O)c1ccccc1Br)c1ccc2nc[nH]c2c1
43) CCOC(=O)N1CCC(NS(=O)(=O)c2cc(Br)cc3c2N(C(=O)CC)CC3)CC1
44) CCOc1cc(C2C(C(=O)OC(C)C)=C(C)N=C3SCCC(=O)N32)ccc1OC(C)=O (centres undefined)
45) NC(=O)CC(NC(=O)Cc1ccc(Br)cc1)c1ccc(N2CCC(N3CCCCC3)CC2)c([N+](=O)[O-])c1 (centres undefined)
46) O=C(NCc1cccnc1)c1ccc(S(=O)(=O)Nc2ccccc2)cc1
47) CCC(C)c1ccc(OCC(=O)O)cc1 (centres undefined)
48) COc1ccccc1C1CN(c2ccc(F)cc2F)N=C1c1cccs1 (centres undefined)
49) Cc1ccc(OCC(=O)N/N=C\c2ccc(-c3cccc(C(=O)O)c3)o2)c(C)c1
50) Cc1ccc(-n2c(SCC(=O)NCCN3C(=O)CSC3=O)nnc2-c2ccccc2)cc1
Screen / compound no.,41,42,43,44,45,46,47,48,49,50
Rpn11 block,i,i,i,i,i,i,i,i,i,i
Neddyl block,i,i,i,i,i,i,i,/,i,i
NadD block,4,-9,0,-1,-4,0,4,-9,6,2
SUMO1 PPI mod,-3,12,3,-3,-16,4,-3,4,18,2
CSN inh,-6,0,-6,-3,6,-6,-8,-4,-4,-4
STEP inh,-1,18,0,-1,0,2,1,1,2,-3
Scp1 inh,7,73*,3,-5,-2,-3,-6,7,48,1
Rin1-Abl PPI inh,-3,0,-1,-4,-4,-3,0,2,0,-2
DNMT1 block,-23,22,3,-2,0,2,2,-4,15,9
LMPTP inh,2.8,4.7,0.2,-1.0,-1.9,-0.1,-0.9,2.3,-1.5,-0.7
